# Neddyl block: inhibitors of cullin neddylation, primary screen, biochemical, TR-FRET, uHTS, NAE and Ubc12. 360,000 tested, 0.58% active. NEDD8-conjugating enzyme Ubc12 (Homo sapiens) + NEDD8-activating enzyme E1 regulatory …. calls only at 25 µM; in the data active = inhibition above about 36%
# eLon inh: inhibitors of E. coli Lon protease, primary screen, biochemical, fluorescence polarization; purified E. coli Lon protease; 360,000 tested, 0.42% active; inhibition, % at 7.94 µM; AID 602123, 2011; P0A9M0; in the data active = inhibition above about 13%, passing the limit was not always enough;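 also: 0% = enzyme with probe and DMSO and 100% = no enzyme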
# PABP1 MLLE inh: inhibitors of PABP1 MLLE–PAM2 peptide binding, primary screen, biochemical, fluorescence polarization, FITC-PAM2, GST-MLLE. Polyadenylate-binding protein 1 (Homo sapiens), P11940. 360,000 tested, 0.36% active. inhibition, % at 20 µM; in the data active = inhibition above about 35%, passing the limit was not always enough;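 also: plate controls were DMSO wells with GST-MLLE for no effect and wells lacking GST-MLLE protein for full effect; some results filed as inactive read as strong as hits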
# Target sequence (P11940 whole entry, looked up): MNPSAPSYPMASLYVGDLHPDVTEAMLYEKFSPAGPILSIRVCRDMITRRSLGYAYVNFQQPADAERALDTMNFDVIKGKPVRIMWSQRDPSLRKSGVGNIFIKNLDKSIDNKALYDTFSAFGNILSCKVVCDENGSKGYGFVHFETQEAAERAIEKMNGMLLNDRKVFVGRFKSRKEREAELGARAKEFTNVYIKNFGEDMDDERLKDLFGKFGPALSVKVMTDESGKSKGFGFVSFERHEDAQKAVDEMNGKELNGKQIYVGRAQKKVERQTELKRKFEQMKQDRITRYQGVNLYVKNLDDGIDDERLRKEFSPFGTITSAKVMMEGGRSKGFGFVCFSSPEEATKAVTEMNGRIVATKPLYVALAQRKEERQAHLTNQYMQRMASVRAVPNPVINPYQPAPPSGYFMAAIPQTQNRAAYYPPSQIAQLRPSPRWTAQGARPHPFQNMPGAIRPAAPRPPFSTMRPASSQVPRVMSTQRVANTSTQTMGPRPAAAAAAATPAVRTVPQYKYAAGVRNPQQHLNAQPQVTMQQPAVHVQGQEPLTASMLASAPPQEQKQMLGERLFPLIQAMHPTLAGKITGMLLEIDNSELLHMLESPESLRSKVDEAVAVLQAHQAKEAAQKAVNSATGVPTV
# bovine MsrA act: bovine MsrA enzyme activators, primary screen, biochemical, absorbance, HTS; Methionine sulfoxide reductase A (Bos taurus); purified bovine MsrA, absorbance read-out; activation, % at 10.6 µM; 360,000 tested, 0.3% active; AID 602163, 2012; in the data active = activation above about 7.5%;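 also: 0% = vehicle and 100% = reference activator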
# FAS TE block: FAS thioesterase domain inhibitors, primary screen, biochemical, fluorescence intensity, uHTS; Fatty acid synthase (Homo sapiens), P49327; recombinant FAS-TE, OMFH fluorogenic substrate, fluorescence endpoint; inhibition, % at 15 µM; 360,000 tested, 0.67% active;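 active = compounds whose normalised, plate-corrected inhibition of enzyme fluorescence in the single-dose primary screen is 50% or more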;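 also: 0% = DMSO with enzyme and 100% = substrate without enzyme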
# NRP1-CendR mod: modulators of CendR peptide binding to NRP-1, primary screen, biochemical, fluorescence polarization, uHTS; Neuropilin-1 (Homo sapiens), O14786; FAM-RPARPAR peptide binding to NRP-1; inhibition, % at 25 µM; 360,000 tested, 0.85% active; AID 602438, 2012;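 active = inhibition or corrected inhibition above about 18%, plus a signal ratio from 0.5 to 1.5, limit read from the data, passing the limit was not always enough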; also: strong numbers were not always called active
# Rin1 Abl inh: inhibitors of Rin1-Abl protein binding, primary screen, biochemical, TR-FRET. Tyrosine-protein kinase ABL1 (Homo sapiens) + Ras and Rab interactor 1 (Homo sapiens), …. inhibition, % at 7.35 µM. 360,000 tested, 0.4% active. AID 588664, 2011; in the data active = inhibition above about 5%, passing the limit was not always enough
# SKN-1 inh: suppressors of acrylamide-induced Pgst-4::GFP reporter in worms, primary screen, SKN-1 inhibitor project, whole organism, uHTS, GFP/RFP fluorescence ratio, strain VP596; C. elegans VP596 Pgst-4::GFP/RFP ratio, 24 h; inhibition, % at 21.8 µM; 360,000 tested, 0.49% active;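 active = interference check ratio from 0.5 to 1.5 plus GFP to RFP signal ratio inhibition reaching or exceeding a fixed threshold, cut at about 30% in these data, passing the limit was not always enough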; also: some compounds called inactive have numbers as strong as hits
# MT1-MMP act inh: blockers of MT1-MMP proenzyme processing, primary screen, HT1080 RFP-PRO-GFP cells, GFP/RFP fluorescence; Matrix metalloproteinase-14 (Homo sapiens), P50281; 360,000 tested, 0.061% active; GFP/RFP ratio change, % at 20 µM; GFP/RFP ratio fluorescence, overnight; percent of plate control window, DMSO zero;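 active = GFP/RFP ratio change of at least 30% with cell ATP level not reduced by more than half and red fluorescence within 50% of control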; also: strong numbers were not always called active
#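 system = RFP-PRO-GFP reporter HT1080 cells | dosing = 20 µM single dose, 1% DMSO | timing = overnight cell settling, then overnight compound exposure, 37 °C, 5% CO2 | read-out basis = GFP/RFP fluorescence ratio | controls = DMSO and RFP-L50D-GFP cell wells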
# Numbers without * were called inactive; i = inactive; / = not tested or not shown.
# Below each SMILES – Neddyl block, eLon inh, PABP1 MLLE inh, bovine MsrA act, FAS TE block, NRP1-CendR mod, Rin1 Abl inh, SKN-1 inh, MT1-MMP act inh
- O=C(Nc1ccncc1NC(=O)c1cccc([N+](=O)[O-])c1)c1cccc([N+](=O)[O-])c1
  i, -1, 10, 0, 10, -2, -4, -5, -2
- CCCn1c(SCC(=O)NC(C)C)nc2sc3c(c2c1=O)CCC3
  i, -1, 12, -5, 0, 1, 0, 1, -2
- Cc1nc(N2CCN(Cc3ccccc3)CC2)nc2c1C(=O)CC(c1ccco1)C2 (centres undefined)
  i, -1, -11, -9, 24, -12, 1, -26, -7
- C=CCOc1ccc(C=NNc2ccc(S(=O)(=O)Nc3ccccc3C(=O)O)cc2[N+](=O)[O-])cc1OC
  i, 5, 6, -8, 24, 9, 3, 17, 13
- O=C(Cc1ccc(F)cc1)Nc1ccccc1N1CCCC1
  i, -24, -7, -2, 1, -2, 0, 7, -2
- Cc1ccc2oc(NC(=O)N3CCOCC3)cc(=O)c2c1
  i, -1, 0, -15, -6, 2, -2, 1, -6
- Cc1ccc(S(=O)(=O)c2nc(-c3cccs3)oc2NCc2cccnc2)cc1
  i, -5, 0, -5, 5, 3, -1, -2, -5
- O=C1CCN(CCc2ccccc2)CCN1[C@H](COc1ccccc1)Cc1ccccc1
  i, -2, 12, 1, 30, 1, -2, 4, 7
- COC(=O)N/N=C/c1cn(CCOc2ccccc2OC)c2ccccc12
  i, -5, 12, -4, 0, 8, -2, -6, 1
- Cc1ccc(C(NC(=O)C2CCN(CCCOc3ccccc3)CC2)c2ccccn2)cc1 (centres undefined)
  i, -4, 3, -3, -10, -16, -1, 7, 0
- O=C(CCN1C(=O)C2CCCCC2C1=O)Nc1nc2ccc(F)cc2s1 (centres undefined)
  i, -4, -46, -4, 2, 4, -3, -11, -2
- O=S(=O)(c1ccc2c(c1)OCCO2)N1CCC(O)(c2ccc(Cl)cc2)CC1
  i, 2, 3, -2, 16, -1, 1, 0, -3
- Cc1ccc(S(=O)(=O)N2CCCC2C(=O)Nc2nc3ccccc3s2)cc1 (centres undefined)
  i, -8, -20, -3, 9, -4, 2, 25, 9
- CCN(CC)CCNC(=O)C1CCC(=O)N1CCc1ccccc1 (centres undefined)
  i, 0, 3, 7, -6, 4, 1, 8, 1
- CCCc1cc(C(=O)OCC(=O)N2CCN(c3ccc(OC)cc3)CC2)sc1C
  i, 0, -3, -2, 29, 13, -1, -1, 4
- CCn1ncc(C2C(C(=O)Nc3ccc(C)cn3)=C(C)NC3=C2C(=O)CCC3)c1C (centres undefined)
  /, 4, 14, -1, -6, 2, 0, 11, 5
- CCC(=O)c1ccc(OCc2ccc(C(=O)OC)o2)c(OC)c1
  i, 1, 9, 1, 0, 3, 1, 12, 0
- CCOC(=O)N1CCN(c2cc(=O)n(-c3cccc(Br)c3)c(=O)[nH]2)CC1
  i, 5, 12, -2, -2, 2, -1, -1, 1
- CC1CCCCC1NC(=S)NC(=O)c1sc2ccccc2c1Cl (centres undefined)
  i, 7, 22, -6, 13, -2, -14, -19, -1
- COc1ccc(Oc2ccc(N/C=C/C(=O)C(C)(C)C)cc2)cc1
  i, 1, 5, -3, 29, 11, 1, 10, -3
- CCOC(=O)N1CCN(C(=O)CSc2ccc(-c3cccc(OC)c3)nn2)CC1
  i, -1, 11, 0, -3, -5, 0, 2, 6
- CC(C)(C)SCCNC(=O)c1ccc(Cl)c(S(=O)(=O)N2CCOCC2)c1
  i, -2, -2, -3, -4, -5, 2, 0, -2
- CCCS(=O)(=O)NC(=O)C1(C)CCN(C(=O)c2ccc(C(=O)OC)cc2)C1 (centres undefined)
  i, -1, 1, -7, -9, -8, 3, -1, 5
- CC(=Cc1cccs1)C(=O)c1ccccc1
  i, -5, -10, -6, 6, -5, -1, 20, -1
- O=C(CCNS(=O)(=O)c1cccc2nonc12)NC1CCCc2ccccc21 (centres undefined)
  i, -3, -8, 4, 1, 3, -1, -10, -11
- CC(C)c1ccc(C2(C)NC(=O)N(C(C)C(=O)Nc3ccc(N4CCOCC4)cc3)C2=O)cc1 (centres undefined)
  i, 1, 4, 0, -3, 8, -2, 24, 11
- CC(C)c1ccc(NC(=O)COC(=O)Cn2cnc3c2c(=O)n(C)c(=O)n3C)cc1
  i, -8, 2, -1, -10, -1, 1, -1, 0
- CCOC(=O)C(C)Sc1nc(=O)n2cc(C)ccc2n1 (centres undefined)
  i, -6, -3, -3, -1, -1, 2, 2, 2
- CC1CCCCC1NC(=S)Nc1cccc(S(=O)(=O)N(C)C)c1 (centres undefined)
  i, -8, -7, -3, 11, -7, 1, 4, 0
- CC(C)Oc1ccc(F)cc1-c1cc(C(=O)NCc2ccc(F)cc2)[nH]n1
  i, -4, 3, -2, 17, 27*, -3, -8, -3

# Ordered by length of the SMILES (descending): 3 of the compounds above.
# Below each SMILES – Neddyl block, eLon inh, PABP1 MLLE inh, bovine MsrA act, FAS TE block, NRP1-CendR mod, Rin1 Abl inh, SKN-1 inh, MT1-MMP act inh
- CCn1ncc(C2C(C(=O)Nc3ccc(C)cn3)=C(C)NC3=C2C(=O)CCC3)c1C (centres undefined)
  /, 4, 14, -1, -6, 2, 0, 11, 5
- CCOC(=O)N1CCN(c2cc(=O)n(-c3cccc(Br)c3)c(=O)[nH]2)CC1
  i, 5, 12, -2, -2, 2, -1, -1, 1
- CCOC(=O)N1CCN(C(=O)CSc2ccc(-c3cccc(OC)c3)nn2)CC1
  i, -1, 11, 0, -3, -5, 0, 2, 6

# Other entries follow:
# Below each SMILES – Neddyl block, eLon inh, PABP1 MLLE inh, bovine MsrA act, FAS TE block, NRP1-CendR mod, Rin1 Abl inh, SKN-1 inh, MT1-MMP act inh
- O=C1C(NS(=O)(=O)c2ccc(Cl)cc2)=C(N2CCCCC2)C(=O)c2ccccc21
  i, 10, 16, -2, 35, 7, 0, 8, 10
- COCCn1c(Cc2ccccc2)nnc1SCC(=O)NC1CC1
  i, -10, -2, -2, -7, 25*, -1, 2, -3
- Cc1ccc2[nH]c(C)c(CC(=O)NCc3ccccc3)c2c1
  i, 6, -3, -2, -1, 5, 1, 1, 3
- CC(NC(=O)COC(=O)Cc1ccc(Cl)cc1)c1ccccc1 (centres undefined)
  i, 1, -2, 3, -2, -7, -1, 9, 1
- O=C(CNCc1ccco1)Nc1cc(S(=O)(=O)N2CCOCC2)ccc1N1CCCC1
  i, 3, 18, -10, -8, 8, 5.5*, -10, 1
- COc1cc(C(=O)Nc2ccc3c(c2)OCO3)c([N+](=O)[O-])cc1OC
  i, -1, -4, -12, -4, -8, 2, -14, 3
- CCOc1ccc(CCNC(=O)c2cccc(C#N)c2)cc1OCC
  i, 3, -12, -7, -6, -3, 0, -10, 2
- O=C(N/N=C/c1c[nH]c2ccccc12)C1CC(=O)N(c2ccccc2)C1 (centres undefined)
  i, -11, -14, -3, -2, 6, -2, 4, -4
- CCN(CC)S(=O)(=O)c1cccc(C(=O)Nc2sc3c(c2C(N)=O)CCCC3)c1
  /, 1, -3, -4, 23, -2, 1, 1, 1
- O=[N+]([O-])c1ccc(Nc2ccccc2)c2nonc12
  i, -28, -56, 4, -8, -78, -11, 35*, -35
- Cc1nn(C)c(C)c1NC(=O)COc1ccc(Cl)cc1Br
  i, -1, -5, -3, -5, 12, 5, 11, 8
- O=C(Nc1ccc(F)c(Cl)c1)C1CCN(c2ncnc3c2nc2n3CCCCC2)CC1
  i, -5, 8, -3, 14, -6, 2, 8, 4
- O=C(O)C1CCc2nc(NCc3ccccc3)nc(NCc3ccccc3)c2C1 (centres undefined)
  i, 4, 18, 1, -16, 17, 3, 8, -2
- CC(C)=CC(=O)Nc1ccc2c(c1)OCO2
  i, 7, -6, -6, -6, 8, 2, 6, 1
- COc1cc(C(=O)OCC(=O)Nc2cc(-c3cc(C)c(C)cc3C)nn2-c2ccccc2)cc(OC)c1OC
  i, -2, 8, -6, -9, 4, 6, 1, 1
- O=C(CN(Cc1ccccc1)S(=O)(=O)c1ccc(F)cc1)NCc1ccccn1
  i, -12, 1, -2, -2, 1, 2, -1, -3
- CC(/C=N/NC(=O)c1cc(-c2cccs2)[nH]n1)=C\c1ccccc1
  i, -9, -6, -3, 7, -2, 2, 16, 4
- Cc1ccsc1C(=O)N[C@@H](C)c1nnc2ccccn12
  i, -7, 3, -2, 0, 9, 0, 0, 3
- CCn1c(SCC(=O)NC2CC2)nnc1-c1cccs1
  i, -8, 2, -1, -8, 0, -1, 1, -2
- CC(Oc1ccc(C#N)cc1)C(=O)NC1CCCC1 (centres undefined)
  i, -3, -3, -2, -5, 6, 2, 1, -3
- COc1ccc2[nH]c(=O)c(C(=O)O)cc2c1
  /, -4, 9, -4, -4, -8, 0, -9, -1
- Cc1c(CCC(=O)NCCCN2CCCC2=O)c(=O)oc2cc(O)ccc12
  /, 0, -2, -3, -8, -4, -3, -11, 3
- COC(=O)c1ccccc1NC(=O)CCS(=O)(=O)c1cc2c(cc1C)NC(=O)CO2
  i, 1, 18, -1, -4, -6, -1, 4, 0
- COCCOC(=O)c1sc2nc[nH]c(=O)c2c1C
  i, 2, -19, -5, -4, -18, -2, 2, 5
- COc1ccc(-c2noc(CCc3ccccc3)n2)cc1
  i, 6, -13, -7, 22, -12, -1, 18, -1
- Cc1ccc(C(=O)COC(=O)C2CC3CCCC(C2)C3=O)cc1[N+](=O)[O-] (centres undefined)
  i, 3, 8, -6, 19, 15, 0, 6, 6
- CC1CCCC(C)N1S(=O)(=O)c1ccc(NC(=O)CCN2C(=O)C3CC=CCC3C2=O)cc1 (centres undefined)
  i, -6, -5, -3, -4, 12, -3, -14, -3
- C=CCNC(=O)CN1CCC(NC(=O)c2ccco2)CC1
  i, 6, -6, -10, -14, 6, 1, 2, -3
- CN1C(=O)C2(C(C#N)=C(N)N(c3cc(Cl)cc(Cl)c3)C3=C2C(=O)CC(C)(C)C3)c2ccccc21 (centres undefined)
  i, 1, 11, -5, 0, 0, 3, -10, -6
- CCOc1ccc(C(C)=O)cc1CSc1nnc(N)s1
  i, -3, -7, -5, -3, -4, 0, 5, -1

# Structures listed so far with an NH in an aromatic ring, in the order listed:
# Below each SMILES – Neddyl block, eLon inh, PABP1 MLLE inh, bovine MsrA act, FAS TE block, NRP1-CendR mod, Rin1 Abl inh, SKN-1 inh, MT1-MMP act inh
- CCOC(=O)N1CCN(c2cc(=O)n(-c3cccc(Br)c3)c(=O)[nH]2)CC1
  i, 5, 12, -2, -2, 2, -1, -1, 1
- CC(C)Oc1ccc(F)cc1-c1cc(C(=O)NCc2ccc(F)cc2)[nH]n1
  i, -4, 3, -2, 17, 27*, -3, -8, -3
- Cc1ccc2[nH]c(C)c(CC(=O)NCc3ccccc3)c2c1
  i, 6, -3, -2, -1, 5, 1, 1, 3
- O=C(N/N=C/c1c[nH]c2ccccc12)C1CC(=O)N(c2ccccc2)C1 (centres undefined)
  i, -11, -14, -3, -2, 6, -2, 4, -4
- CC(/C=N/NC(=O)c1cc(-c2cccs2)[nH]n1)=C\c1ccccc1
  i, -9, -6, -3, 7, -2, 2, 16, 4
- COc1ccc2[nH]c(=O)c(C(=O)O)cc2c1
  /, -4, 9, -4, -4, -8, 0, -9, -1
- COCCOC(=O)c1sc2nc[nH]c(=O)c2c1C
  i, 2, -19, -5, -4, -18, -2, 2, 5

# Compound activity from PubChem.
